# SW480 rerep: A quantitative high throughput screen for small molecules that induce DNA re-replication in SW480 colon adenocarcinoma cells. SW480 DNA re-replication, Hoechst DNA content imaging, 48 h. Potency, µM (series often up to 46.1 µM), for inactives: at the top dose re-replication activation, actives largely listed as activators. 340,000 compounds, 1.8% hits; note: potency is the fitted concentration of half-maximal effect; % of control where 0% means no effect; nearly all actives have a fitted effect of over 55% in size
#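 Treated cells incubate 48 hr (37 C, 5% CO2), are stained 40 min with Hoechst, and nuclear fluorescence is enumerated; a rise in nuclei with high DNA signal marks re-replication.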
# D3 ag: qHTS of D3 Dopamine Receptor Agonist: qHTS; D3R DiscoveRx beta-arrestin cells, luminescence, 90 min; max activation, %; 410,000 compounds, 0.58% hits; in the data active = max activation above about 30%; note: 0% is about no effect; mostly tested at two doses, the higher about 12 µM
# Target sequence (P35462 whole entry, looked up): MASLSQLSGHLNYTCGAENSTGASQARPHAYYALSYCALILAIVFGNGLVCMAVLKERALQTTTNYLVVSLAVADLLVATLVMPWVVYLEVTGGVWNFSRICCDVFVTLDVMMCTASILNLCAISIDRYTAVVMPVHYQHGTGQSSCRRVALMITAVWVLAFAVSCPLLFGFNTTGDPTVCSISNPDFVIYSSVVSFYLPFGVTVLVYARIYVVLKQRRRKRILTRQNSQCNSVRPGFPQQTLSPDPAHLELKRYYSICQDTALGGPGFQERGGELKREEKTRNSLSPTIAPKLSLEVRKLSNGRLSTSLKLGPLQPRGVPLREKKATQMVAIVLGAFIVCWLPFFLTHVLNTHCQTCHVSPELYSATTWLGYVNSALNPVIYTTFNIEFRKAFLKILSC
#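 Agonist mode: compounds and dopamine controls were applied to plated cells for 90 min at 37 degrees C after an overnight attachment at 1500 cells/well. Luminescent read-out followed 30 - 60 minutes at room temperature with DiscoveRx detection reagent.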
# HT1080NT lethal: qHTS for induction of synthetic lethality in tumor cells producing 2HG: qHTS for the HT-1080-NT fibrosarcoma cell line; HT-1080-NT fibrosarcoma viability, CellTiter-Glo ATP luminescence, 48 h; Potency, µM (series often up to 46.1 µM), for the others: top-dose activity, negative = less viability, usual class: cytotoxic; 360,000 compounds, 1.6% hits;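 note: NT is the 2HG producing partner of a matched IDH1 knockdown line; potency is the fitted concentration of half-maximal effect; 0% = DMSO-treated cells and -100% = media-only wells without cells; nearly all actives have a fitted effect of over 55% in size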
#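 Viability by CellTiter-Glo luminescence after 48 h compound exposure at 37C of HT-1080-NT cells (750/well, RPMI, 5% FBS). % activity scaled between DMSO wells and medium-only wells, then curve-fitted and categorized by curve class.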
# GLP1R cytotox: qHTS of GLP-1 Receptor Inverse Agonists: Cytotox Screen. HEK293 cAMP-luciferase reporter cells, luminescence, 24 h. Potency, µM (titrated, usually from 38.3 µM), for the others: top-dose activity change, negative = inhibition, hits mostly inhibitors. 410,000 compounds, 0.13% hits;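 note: loss of luciferase light is scored as toxicity; potency is the fitted concentration of half-maximal effect; % is set by controls: 0 for no effect and ±100 for the full control effect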
#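 Step one: seed cells (200 cells/uL, DMEM with 10% Nu serum, 1% pen-strep). Step two: 12-hour incubation at 37 deg C. Step three: pin 23 nL compound, incubate 24 hr. Step four: add luciferase reagent, read luminescence 12 min later.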
# HT1080 IDH1KD tx: qHTS for induction of synthetic lethality in tumor cells producing 2HG: qHTS for the HT-1080-IDH1KD cell line | HT-1080 IDH1 knockdown viability, ATP luminescence, 48 h | Potency, µM (highest dose often 46.1 µM), inactives show at the highest dose activity, negative = toxicity, actives largely listed as cytotoxic | 360,000 compounds, 2% hits;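 note: potency is the fitted concentration of half-maximal effect; 0% = DMSO wells and -100% = cell-free medium wells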
#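 In this qHTS, HT-1080 cells depleted of IDH1 are exposed for 48 h at 37 °C to compound titrations. Toxicity is scored from CellTiter-Glo luminescence, with DMSO as full viability and medium alone as none.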
# KB-V1 cytotox: qHTS assay for MDR1-selective chemotherapeutics: Primary screen using the drug-selected MDR subline cells KB-V1; KB-V1 MDR cells viability, CellTiter-Glo, 72 h; Potency, µM (top dose mostly 46.1 µM), for inactives: at the top dose activity change, negative = cytotoxicity, usual class: cytotoxic; 400,000 compounds, 3.4% hits; AID 1347076, 2019; note: potency is the fitted concentration of half-maximal effect; % is set by controls: 0 for no effect and ±100 for the full control effect; nearly all actives have a fitted effect of over 60% in size
#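 Cytotoxicity via CellTiter-Glo luminescence after 72 h compound exposure at 37 degrees C. Cells: drug-selected KB-V1 line, DMEM phenol-red free plus 10% FBS. Compounds tested at multiple concentrations; normalized data fitted to concentration-effect curves.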
# MCF10A rerep: A quantitative high throughput screen for small molecules that induce DNA re-replication in MCF 10a normal breast cells | MCF 10A DNA re-replication, Hoechst nuclear intensity, 48 h | Potency, µM (series often up to 46.1 µM), without a hit: top-dose activity, positive = re-replication, actives largely listed as activators | 350,000 compounds, 2.9% hits; note: potency is the fitted concentration of half-maximal effect; % of control where 0% means no effect; nearly all actives have a fitted effect of over 50% in size
# KB-3-1 cytotox: qHTS assay for MDR1-selective chemotherapeutics: Primary screen using the parental adenocarcinoma cell KB-3-1; 400,000 compounds, 1.4% hits; KB-3-1 viability, CellTiter-Glo ATP luminescence, 72 h; Potency, µM (series often up to 46.1 µM), inactives show at the highest dose activity change, negative = cytotoxic, actives largely listed as cytotoxic; note: potency is the fitted concentration of half-maximal effect; % is set by controls: 0 for no effect and ±100 for the full control effect; nearly all actives have a fitted effect of over 60% in size
#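 Cytotoxicity in the drug-sensitive parental line KB-3-1 was scored as loss of CellTiter-Glo luminescence following 72 h incubation with compound. Values come from curve fitting of normalized concentration-response data.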
# IL-1B inflam inh: qHTS for Inhibitors of Inflammasome Signaling: IL-1-beta AlphaLISA Primary Screen; THP-1 LPS/ATP IL-1B secretion, AlphaLISA, 16 h; hits give low values; activity change, % at 57.5 µM; 360,000 compounds, 4.7% hits; AID 743279, 2014; in the data active = activity change below about -50%; inconclusive = mostly about -30% to -49%; note: % is set by controls: 0 for no effect and ±100 for the full control effect
#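 THP-1 cells pretreated 1 hr with compounds (up to 57.5 uM final), then stimulated with LPS (250 ng/mL final) plus ATP (1.25 mM final); secreted IL-1B measured by AlphaLISA after 16 hr, decreased signal indicating inhibition.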
# Starred values were filed as active, the others as inactive; i = inactive; ? = inconclusive; nt = not tested or not shown; [ ] = another dose, or the depositor's remark. Unless noted, calls come from the whole dose curve; as a rule, active = well fitted curve in the direction sought with a large enough effect; inconclusive = small, poorly fitted or top-dose-only effect, or another doubt; inactive = no such curve, though single readings can be large; an effect the other way counts as inactive or inconclusive.
SMILES,SW480 rerep,D3 ag,HT1080NT lethal,GLP1R cytotox,HT1080 IDH1KD tx,KB-V1 cytotox,MCF10A rerep,KB-3-1 cytotox,IL-1B inflam inh
CCC(=O)Nc1ccc(/C(C)=N\NS(=O)(=O)c2ccc(C)cc2)cc1,-4%,4,0%,-29%,2%,0%,-2%,8%,23
Cc1cc(Br)cn2c(Cc3ccsc3)c(-c3ccc(C#N)cc3)nc12,nt,-5,-3%,-5%,-12%,2%,nt,0%,-11
COc1cc(OC)cc(C(=O)N2CCC(C(=O)c3ccc(F)cc3)CC2)c1,0%,-11,11%,-8%,0%,?,16%,19%,-6
CCOc1cc(/C=N/NC(=O)CNc2ccc(C)cc2)ccc1OC(=O)c1ccccc1,1%,5,-9%,-19%,-3%,10%,-24%,3%,?
CCCc1nnc(NC(=O)CCC(=O)NCCc2ccc(OC)c(OC)c2)s1,-2%,-1,11%,-9%,9%,-11%,-10%,11%,0
COc1cccc(-c2ccc3ncnc(NCc4cccnc4)c3c2)c1,-8%,nt,nt,nt,nt,-10%,0%,-5%,nt
O=C(COc1ccc(Cl)cc1)NCc1nnc(SCC(=O)NC2CCCC2)o1,3%,-4,-13%,-1%,-5%,-7%,-3%,-10%,1
Nc1c(Cl)cc(-c2csc(NCCc3nc4cc(Cl)c(Cl)cc4n3CCCO)n2)cc1Cl,-2%,-30,-5%,-9%,-4%,0%,8%,1%,-18
COc1ccc(N2C(=O)CC(N3CCC(O)(c4ccc(Cl)cc4)CC3)C2=O)cc1 (stereo not drawn),-1%,21,10%,6%,7%,8%,-3%,1%,12
O=C(Nc1ccc(F)cc1)c1cccnn1,-22%,-5,7%,6%,10%,16%,-3%,-1%,22
S=c1[nH]c(-c2ccccc2)cn1/N=C/c1ccncc1,-1%,-12,0%,353%[activator],2%,?,-2%,2%,-9
O=C(COc1ccccc1F)NCC(c1ccc(F)cc1)N1CCOCC1 (stereo not drawn),-3%,-4,3%,6%,3%,-9%,14%,?,0
COc1ccc(-c2oc(=O)c3cc(OC)c(OC)cc3c2C#CCCCO)cc1,19%,3,-11%,-15%,-4%,-8%,?,-14%,0
COc1ccccc1C(=O)COC(=O)c1cc(=O)[nH]c2ccccc12,0%,13,9%,3%,11%,30%,?,14%,6
Cc1ccc(C(C)n2cc(C(=O)NCc3cccnc3)nn2)cc1 (stereo not drawn),-1%,-1,-9%,-3%,0%,15µM*,1%,6%,11
CCc1nc2ccc(C(=O)N3CCCC(C(N)=O)C3)cn2c1N(C)Cc1ccc(OC)cc1 (stereo not drawn),nt,9,?,-8%,3%,2%,nt,0%,18
O=C(c1cc(-c2cccc(Cl)c2)nc2ccccc12)N1CCN(c2ccccn2)CC1,?,3,-2%,15%,-13%,?,?,-17%,i
CN(C(=O)c1cccc(NC(=O)Cc2cccc(NC(=O)C3CCN(C(=O)c4ccccc4)CC3)c2)c1)C1CC1,-5%,15,11%,0%,11%,0%,-8%,0%,-15
Cc1cc(C)nc(NC(N)=NC2CCCCC2)n1,1%,1,0%,-12%,-27%,-4%,13%,-24%,-6
CCOc1ccc(NC(=O)CN2CCN(Cc3c(F)cccc3F)CC2)cc1,10%,-5,-10%,-18%,0%,0%,?,-4%,-3

# Some entries already given with just SW480 rerep and HT1080 IDH1KD tx.
Molecule	SW480 rerep	HT1080 IDH1KD tx
O=C(COc1ccc(Cl)cc1)NCc1nnc(SCC(=O)NC2CCCC2)o1	3%	-5%
Nc1c(Cl)cc(-c2csc(NCCc3nc4cc(Cl)c(Cl)cc4n3CCCO)n2)cc1Cl	-2%	-4%
COc1ccc(N2C(=O)CC(N3CCC(O)(c4ccc(Cl)cc4)CC3)C2=O)cc1 (stereo not drawn)	-1%	7%
O=C(Nc1ccc(F)cc1)c1cccnn1	-22%	10%

# Following part.
SMILES,SW480 rerep,D3 ag,HT1080NT lethal,GLP1R cytotox,HT1080 IDH1KD tx,KB-V1 cytotox,MCF10A rerep,KB-3-1 cytotox,IL-1B inflam inh
CC(=O)Nc1cccc(-c2ccnc3c2CC(C(=O)Nc2cccc(N(C)C)c2)O3)c1 (stereo not drawn),nt,-14,?,-15%,?,?,nt,?,0
CCCn1c(-c2ccc(OC)cc2)nc2nc3ccccc3nc21,-12%,7,-1%,4%,0%,0%,2%,-6%,10
CCn1c(=O)c(C(=O)Nc2ccccc2F)c(O)c2ccccc21,2%,5,-2%,6%,-12%,-24%,?,-2%,47
COc1cccc(CNC(=O)CN(C)S(=O)(=O)c2ccc3[nH]c4c(c3c2)CCCC4)c1,nt,-17,nt,-9%,nt,6%,nt,-26%,nt
COc1ccccc1N=Cc1c(C)c(C#N)c2[nH]c3ccccc3n2c1=O,-2%,0,-1%,0%,-3%,-20%,?,11%,4
OCC[C@@H]1C[C@H](O)[C@@H](O)[C@]2(OCCc3ccccc32)O1,-2%[9.22 µM],14,10%,0%,12%,?,-20%,13%,16
COc1ccc2c(c1)CC(C1(O)C(=O)Nc3ccccc31)C2=O (stereo not drawn),-2%,0,8%,-15%,4%,32%,-4%,2%,7
Cc1cccc(C)c1OCCCCn1c(C2CC(=O)N(c3ccc(F)cc3)C2)nc2ccccc21 (stereo not drawn),nt,-12,nt,-13%,nt,-10%,nt,-2%,nt
Cc1nc(CSc2nnc(N)s2)cs1,14%,0,0%,-1%,10%,1%,-1%,-3%,3
COc1ccc(-c2csc(NC(=O)c3cc(-c4cccs4)nc4ccccc34)n2)c(OC)c1,-4%,-8,19%,4%,26%,0%,-4%,20%,-11
N#Cc1cnc(Nc2nc3ccccc3o2)nc1-c1ccccc1,9%,-9,-1%,-22%,?,?,19%,-1%,45
COc1ccc(Nc2nnc(SCC(=O)NC(=O)Nc3ccc4c(c3)OCCO4)s2)cc1,10µM*,14,10%,-11%,6%,5%,13µM*,-23%,71
COc1ccc(S(=O)(=O)N(C)C[C@@H]2Oc3ccc(NS(=O)(=O)c4cn(C)cn4)cc3C(=O)N([C@@H](C)CO)C[C@@H]2C)cc1,3%,-11,25%,-20%,10%,1%,-16%,17%,-4
CCOc1ccccc1NC(=O)C1CCN(S(=O)(=O)c2ccc3[nH]c(=O)oc3c2)CC1,nt,2,nt,-2%,nt,11%,nt,-12%,nt
CCOCCn1c(N2CCN(c3ccccc3)CC2)nc2c1c(=O)[nH]c(=O)n2C,-134%[inhibitor],5,-21%,-16%,6%,-16%,7%,-13%,56
Cc1cccc(C(=O)N/N=C/c2cc(Br)c(Br)o2)c1,-695%[inhibitor],-6,-22%,?,0%,?,?,-13%,-55*
COc1ccc(-n2nnnc2-c2cnc3cc4c(cc3c2C)OCO4)cc1,9%,2,-2%,2%,-7%,9.2µM*,3%,-9%,14
NC12NC(=O)C3(O)C4C5CC(C6C5C3C61)C42 (stereo not drawn),-1%,-5,18%,-3%,3%,0%,1%,-1%,-1
Cc1nc(-c2ccc(S(=O)(=O)NCc3ccc(N(C)C)cc3)cc2)co1,nt,3,nt,1%,nt,?,nt,-4%,nt
Cc1cc(C(F)(F)F)n2nc(-c3ccc(Br)cc3)cc2n1,nt,5,nt,20%,nt,?,nt,-7%,nt
CCOc1ccccc1CN1CCNC(=O)C1CC(=O)NC1CCCCCCC1 (stereo not drawn),-2%,-3,-2%,-17%,-1%,?,8%,-29%,-22
COC(=O)CSC(C(=O)Nc1ccc(C)c(C)c1)c1ccccc1 (stereo not drawn),0%,-1,4%,-11%,3%,2%,-1%,-2%,-2
O=C(N/C(=C\c1ccc(Br)cc1)C(=O)N1CCCC1)c1cccs1,1%,-8,-4%,1%,4%,?,-6%,-3%,0
Brc1ccc(-c2nn3c(Cc4ccccc4)nnc3s2)o1,-1%,-4,-12%,1%,-5%,-16%,-7%,-8%,10
CC(=O)c1c(COC(=O)c2cccnc2)nc2ccccc2[n+]1[O-],-6%,3,6%,-12%,2%,13%,-1%,1%,42
COc1ccc(-c2nnc(SCC(=O)NCc3ccc(C)cc3)nc2-c2ccc(OC)c(OC)c2)cc1OC,nt,-4,nt,-20%,nt,?,nt,?,nt
C=C(C)C(=O)N1CC2(CC(c3cccc(NC(=O)COc4ccc(Cl)cc4)c3)=NO2)C[C@@H]1C(N)=O (stereo partly drawn),-5%,11,18%,3%,15%,0%,-17%,4%,?
COc1ccc(CN2CCc3nc(N4CCN(c5ccc(F)cc5)CC4)ncc3C2)c(OC)c1OC,nt,-17,nt,-3%,nt,?,nt,-10%,nt
O=C(Nc1ccc(N2CCOCC2)cc1)C1CCCCN1S(=O)(=O)c1ccccc1 (stereo not drawn),-12%,5,0%,3%,5%,?,7%,-9%,?
CCOc1ccc(C(=O)Cc2cc3cccc(OC)c3oc2=O)cc1,1%,-7,?,-2%,-10%,-14%,13%,-1%,-13
COc1cccc(/C=C(/C#N)c2ccc(Cl)cc2)c1OCc1cccc(C(=O)O)c1,0%,28,-2%,-25%,-3%,-7%,?,-3%,20
C=CCn1c(SCC(=O)CC(=O)OCC)nc2cc(C(=O)N3CCC(C(N)=O)CC3)ccc2c1=O,-1%,0,1%,-1%,11%,-3%,1%,?,-4
Cc1sc(-c2cc3c([nH]c2=O)CC(c2ccccc2)CC3=O)nc1-c1ccc(Cl)cc1 (stereo not drawn),nt,-14,nt,?,nt,0.82µM*,nt,1µM*,nt

# Screens deposited in PubChem BioAssay by National Center for Advancing Translational Sciences (NCATS).
